KOR beta-arrestin-1: kappa opioid receptor activators – cell-based, luminescence, uHTS, primary screen (AID 1777) | activation, % at 10 µM; hits with a dose series show EC50 in µM | KOR beta-arrestin recruitment, luminescence; higher % means a stronger effect | 280,000 tested, 0.02% active; in the data active = activation above about 50%, passing the limit was not always enough; note: a part of the inactive calls stands beside numbers as strong as those of hits
GPR55 beta-arrestin: selective activators of receptor GPR55 – imaging, U2OS cells, beta-arrestin-GFP redistribution, primary screen (AID 1961) | U2OS GPR55 beta-arrestin-GFP redistribution imaging; higher % means a stronger effect | 290,000 tested, 0.048% active | activation, % at 10 µM; hits with a dose series show EC50 in µM;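 active = activation above 40% with more than 50 cells counted in the well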;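 note: U2OS osteosarcoma cells stably expressing GPR55 and beta-arrestin-GFP; plate controls were DMSO negative control for no effect and LPI positive control for full effect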
NTR1 ag: NTR1-driven beta-arrestin-GFP spot formation – imaging, U2OS cells, high content, primary screen (AID 493036) | P30989 | agonist mode | activation, % at 20 µM | 330,000 tested, 0.17% active;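 active = activation at or above 40% of the spot to cytoplasm intensity ratio, with at least 20 cells analyzed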;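 note: 0% = DMSO without peptide and 100% = 100 nM NTR1 peptide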
Target sequence (P30989 whole entry, looked up): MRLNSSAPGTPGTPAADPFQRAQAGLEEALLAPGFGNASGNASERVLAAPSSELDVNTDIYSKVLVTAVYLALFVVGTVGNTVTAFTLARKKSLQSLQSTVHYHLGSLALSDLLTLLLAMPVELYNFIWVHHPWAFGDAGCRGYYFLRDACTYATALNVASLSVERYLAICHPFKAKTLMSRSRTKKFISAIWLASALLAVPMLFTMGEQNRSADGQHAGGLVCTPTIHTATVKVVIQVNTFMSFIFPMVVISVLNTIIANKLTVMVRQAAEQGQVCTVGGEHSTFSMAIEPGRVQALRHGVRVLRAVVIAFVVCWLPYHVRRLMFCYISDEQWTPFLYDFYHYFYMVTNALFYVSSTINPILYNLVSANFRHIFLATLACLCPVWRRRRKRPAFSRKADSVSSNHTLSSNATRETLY
T cell modulator: T cell immune modulators affecting CD8 T cell-vesicle binding | AID 2052 | calls only at 7 µM | 330,000 tested, 0.068% active | 2C CD8+ T cell-vesicle binding, flow cytometry; active compounds read low;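 active = response, share of CD8 T cells binding vesicles, and their 90th percentile fluorescence all below set limits, cut at about 80% in these data, passing the limit was not always enough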
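Test system: purified 2C TCR transgenic mouse naive CD8+ T cells. Probe or stimulus: QL9-peptide-loaded Drosophila micro-vesicles bearing Ld, ICAM-1 and B7-1. Incubation: binding step 1.5 h, 37 °C, antibody labelling 20 min, ice. Measured by: flow cytometry of vesicle-bound cells.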
HEK293 NOD2/NF-kB: NOD2 signaling inhibitors, cell-based, luminescence, uHTS, HEK293 (AID 1566). inhibition, % at 4 µM; hits with a dose series show EC50 in µM. 290,000 tested, 0.63% active. HEK293 NOD2/NF-kB luciferase reporter, luminescence; higher % means a stronger effect; note: many of its hits are not listed in these tables
KOR beta-arrestin-2: KOR antagonists, beta-arrestin recruitment, cell-based, luminescence, uHTS (AID 1778) | inhibition, % at 10 µM, or IC50 in µM where a hit was titrated | 290,000 tested, 0.091% active | KOR beta-arrestin recruitment, luminescence, antagonist mode; higher % means a stronger effect; note: strong numbers were not always called active
Myeloid diff 2: promotes myeloid progenitor differentiation. ER-HoxA9 myeloid progenitors, lysozyme-GFP differentiation, flow cytometry. calls only at 10 µM. 360,000 tested, 1% active;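 active = normalized GFP-positive differentiation at or above the plate's own cutoff, the solvent-only control mean plus 3 SD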;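 note: cells exposed to compound for four days before flow analysis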
GPR55 antagonists: GPR55 antagonists blocking LPI-driven arrestin recruitment, primary screen, imaging, U2OS, beta-arrestin-GFP, LPI agonist (AID 2013) | U2OS GPR55 beta-arrestin-GFP translocation imaging, LPI antagonism; higher % means a stronger effect | 290,000 tested, 0.13% active | inhibition, % at 10 µM; hits with a dose series show IC50 in µM;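 active = spots per cell inhibited over 60%, with over 100 cells counted and total cytoplasm intensity under 500,000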;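 note: U2OS cells stably carrying GPR55 and arrestin-GFP stimulated by 5 µM LPI near EC80; imaged beta-arrestin-GFP aggregate spots per cell after agonist stimulation; plate controls were LPI-stimulated DMSO wells for no effect and DMSO wells without LPI for full effect; some results filed as inactive read as strong as hits; confirmed hits need IC50 under 10 µM and bright autofluorescent wells are also inconclusive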
NOD1 inhibition: inhibition of NOD1-driven NF-kB reporter – cell-based, luminescence, uHTS, primary screen (AID 1578); NOD1-driven NF-kB luciferase reporter cells, luminescence; higher % means a stronger effect; inhibition, % at 4 µM; hits with a dose series show EC50 in µM; 290,000 tested, 1% active; in the data active = inhibition mostly above about 36%, no sharp cut-off; inactive = mostly below about 34%;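 note: HEK-293T reporter cells stimulated with the NOD1 agonist gamma-tri-DAP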
T cell modulator vesicle-bound %: recorded beside T cell modulator, whose call it bears; double positive events, %; measured here: CD8+ vesicle-bound cell fraction;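 binding gate set so that unloaded-vesicle control wells show 10% double positive cells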
NTR1 ag cell count 20 µM: also measured in NTR1 ag; calls as there; cell count; measured here: cell count, cytotoxicity flag
Myeloid diff 2 GFP+ MAC1+ %: also measured in Myeloid diff 2; calls as there; GFP+ MAC1+ double positive, %; measured here: differentiation confirmed by MAC1 staining
Active calls of the source: *; i = inactive; x = no result given; + = active, no number; & = joins results of further samples; [ ] = another dose, or the depositor's remark. Cut-off read from the data, not from the text of the source, unless noted: active = inhibition above about 50%; inactive = the rest. A portion of the library. The share of hits here may be higher or lower than overall.

SMILES	KOR beta-arrestin-1	GPR55 beta-arrestin	NTR1 ag	NTR1 ag cell count 20 µM	T cell modulator	T cell modulator vesicle-bound %	HEK293 NOD2/NF-kB	KOR beta-arrestin-2	Myeloid diff 2	Myeloid diff 2 GFP+ MAC1+ %	GPR55 antagonists	NOD1 inhibition
Cc1ccc(CNC(=O)CS(=O)CC(=O)O)cc1 (stereo unspecified)	-4.4%	-0.1%	-2.8	88	i	46	14%	-9%	i	0.4	21%	-12%
C=C(C)C1Cc2c(C)nn(-c3cccc4ccccc34)c2C1 (stereo unspecified)	-12%	-0.1%	5.0	44	i	26	14%	16%	i	0.6	-4%	15%
NC(CO)C(O)c1ccc([N+](=O)[O-])cc1 (stereo unspecified)	1.6%	-0.2%	-2.9	68	i	30	12%	20%	i	1.3	2%	-26%
CC(C)CNC(=O)NC(=O)COC(=O)C1CSC2(c3ccc(F)cc3)CCC(=O)N12 (stereo unspecified)	2.3%	1.0%	4.7	47	i	56	24%	27%	i	0.4	-5%	-11%
CC(C)OC(=O)CSc1nc2ncc(Cl)cc2[nH]1	-1.8%	-0.1%	-2.6	45	i	31	-1%	20%	i	1.0	12%	-27%
Cc1ccc(-c2csc(NC(=O)/C=C/c3cccs3)n2)cc1C	-1.2%	-0.1%	-1.3	61	i	31	5%	-9%	i	2.8	1%	-34%
COc1cc(/C=C2/C(=N)N3N=C(C(C)C)SC3=NC2=O)ccc1OS(=O)(=O)c1ccccc1	0.8%	0.0%	-1.1	46	i	18	-2%	-68%	i	0.5	-8%	-4%
CCNC(=S)N/N=C(\C)c1ccc(Cl)s1	7.8%	-0.3%	2.0	46	i	31	4%	15%	i	0.5	2%	-34%
O=C(O)c1cccc(Nc2nc(-c3cccnc3)nc3ccccc23)c1	10%	-0.2%	-1.8	61	i	32	7%	27%	i	0.1	-3%	-26%
Cc1cc(NC(=O)CSc2n[nH]c(=O)[nH]c2=O)ccc1Br	-5.4%	0.2%	-1.8	59	i	8	13%	8%[20 µM]	i	0.2	7%	-15%
CCc1cc2c(=O)[nH]c(-c3ccccn3)nc2s1	-3.7%	0.1%	14	54	i	46	-24%	104%*	i	2.2	38%	112%*
CC1(C)CC(=O)C(C(C2=C(O)CC(C)(C)CC2=O)c2ccc(Br)s2)C(=O)C1 (stereo unspecified)	9.0%	1.9%	59*	72*	i	46	-27%	-31%	i	0.3	7%	52%
Cn1ccs/c1=N\S(=O)(=O)c1ccc(F)cc1	-2.4%	-0.2%	1.6	55	i	17	-3%	-24%	i	1.0	-7%	11%
Cc1nc(N(C)Cc2ccccc2)c2nnn(Cc3ccccc3)c2n1	-2.0%	0.9%	8.2	78	i	58	10%	-18%	i	1.1	6%	-11%
CCCn1c(SCC(=O)Nc2cc(S(=O)(=O)N3CCOCC3)ccc2OC)n[nH]c1=O	1.8%	0.6%	0.1	71	i	4	29%	-7%	i	0.5	3%	-4%
CCN(CC(=O)Nc1cc(Cl)ccc1OC)CC(=O)NC1CCS(=O)(=O)C1 (stereo unspecified)	2.0%	-1.9%	-0.9	64	i	44	2%	48%	i	0.3	3%	-15%
COC(=O)c1ccc(C2/C(=C(/O)c3ccc(OC)cc3)C(=O)C(=O)N2c2cc(C)on2)cc1 (stereo unspecified)	12%	-0.1%	0.1	49	i	47	-4%	2%	i	0.7	-5%	-6%
O=C(CCNS(=O)(=O)c1c(Cl)cccc1Cl)OCC(=O)c1ccccc1F	3.6%	0.2%	-1.3	71	i	34	5%	-33%	i	1.2	3%	26%
CCOC(=O)C1(C)C=C(Nc2ccc(OCC)cc2)C(=O)N1c1ccccc1 (stereo unspecified)	-1.4%	0.6%	3.6	98	i	58	14%	4%	i	0.2	6%	-11%
COc1ccccc1CN1C(=O)c2ccncc2C1=O	1.9%	0.2%	-1.4	60	i	29	8%	-18%	i	6.4	6%	10%
CN(C)C=Nc1ccc(Cl)c(Cl)c1	6.4%	-0.1%	-0.2	49	i	14	-7%	28%	i	0.3	8%	-12%
COc1ccc(CC(=O)NCc2cccc(CNC(=O)Cc3ccc(OC)c(OC)c3)c2)cc1OC	0.2%	-0.2%	0.5	71	i	63	9%	-1%	i	0.3	4%	-18%
CC(NCc1ccccc1Cl)C(=O)Nc1ccc(S(=O)(=O)N2CCCC2)cc1 (stereo unspecified)	11%	-0.3%	-0.5	39	+	x	-2%	-16%	i	1.3	8%	-24%
Cc1cccc(-c2nnc(SCC(=O)N3CCCC3)o2)c1	-3.0%	-0.1%	2.4	33	i	52	-6%	37%	i	5.0	11%	-63%
CCN1CCN(Cc2ccc(NC(=O)c3ccc(C)c(NC(=O)C[C@@H]4NC(=O)[C@H](Cc5ccccc5)NC4=O)c3)cc2C(F)(F)F)CC1	3.3%	-0.1%	0.0	80	i	29	19%	14%	i	0.7&1.2	2%	0%

Six entries from above, ordered by formula weight, rising:
SMILES	KOR beta-arrestin-1	GPR55 beta-arrestin	NTR1 ag	NTR1 ag cell count 20 µM	T cell modulator	T cell modulator vesicle-bound %	HEK293 NOD2/NF-kB	KOR beta-arrestin-2	Myeloid diff 2	Myeloid diff 2 GFP+ MAC1+ %	GPR55 antagonists	NOD1 inhibition
NC(CO)C(O)c1ccc([N+](=O)[O-])cc1 (stereo unspecified)	1.6%	-0.2%	-2.9	68	i	30	12%	20%	i	1.3	2%	-26%
COc1ccccc1CN1C(=O)c2ccncc2C1=O	1.9%	0.2%	-1.4	60	i	29	8%	-18%	i	6.4	6%	10%
Cc1ccc(-c2csc(NC(=O)/C=C/c3cccs3)n2)cc1C	-1.2%	-0.1%	-1.3	61	i	31	5%	-9%	i	2.8	1%	-34%
Cc1cc(NC(=O)CSc2n[nH]c(=O)[nH]c2=O)ccc1Br	-5.4%	0.2%	-1.8	59	i	8	13%	8%[20 µM]	i	0.2	7%	-15%
CC1(C)CC(=O)C(C(C2=C(O)CC(C)(C)CC2=O)c2ccc(Br)s2)C(=O)C1 (stereo unspecified)	9.0%	1.9%	59*	72*	i	46	-27%	-31%	i	0.3	7%	52%
CCCn1c(SCC(=O)Nc2cc(S(=O)(=O)N3CCOCC3)ccc2OC)n[nH]c1=O	1.8%	0.6%	0.1	71	i	4	29%	-7%	i	0.5	3%	-4%

New compounds follow.
SMILES	KOR beta-arrestin-1	GPR55 beta-arrestin	NTR1 ag	NTR1 ag cell count 20 µM	T cell modulator	T cell modulator vesicle-bound %	HEK293 NOD2/NF-kB	KOR beta-arrestin-2	Myeloid diff 2	Myeloid diff 2 GFP+ MAC1+ %	GPR55 antagonists	NOD1 inhibition
COc1ccc(NS(=O)(=O)c2ccc3ccccc3c2)c2ncccc12	-1.9%	0.5%	0.7	67	i	27	x	34%	i	1.9	-3%	x
COc1ccc(OC2CCN(S(=O)(=O)c3ccc(OC)cc3)CC2)cc1	-0.8%	0.0%	1.7	94	i	23	-8%	41%	i	1.1	-4%	6%
COc1ccc(NC(=S)N/N=C2/CCCc3c(C)cc(C)cc32)cc1	9.3%	-0.1%	3.7	53	i	26	2%	-47%	i	0.4	-11%	-8%
CCOc1ccc(N2C(=O)CC(NNc3nc4ccccc4s3)C2=O)cc1 (stereo unspecified)	-1.6%	0.0%	1.3	51	i	29	-4%	32%	i	0.4	22%	-2%
CCCCc1nnc(NC(=O)CSCc2cc(=O)n3c(C)csc3n2)s1	-2.5%	0.3%	-0.2	62	i	38	9%	-15%	i	0.0	14%	-10%
COc1ccc(C2C(C(=O)NCc3ccco3)c3ccccc3C(=O)N2C)cc1 (stereo unspecified)	0.2%	-0.1%	0.0	63	i	44	-2%	-29%	i	0.6	12%	-30%
Clc1ccc(-c2nc(NCCN3CCOCC3)c3ccccc3n2)cc1	-2.3%	0.3%	6.3	75	i	22	-14%	6%	i	3.5	32%	-9%
CCc1cc(=O)oc2cc(C)c(CN3CCCC3)c(O)c12	5.1%	0.2%	-1.2	66	i	21	2%	-25%	i	1.0	6%	12%
COc1ccc(C2N=C(N)N=C(N)N2c2ccc(C)cc2)cc1 (stereo unspecified)	-9.6%	0.0%	-0.2	50	i	36	7%	-12%	i	4.9	-8%	-10%
COc1cccc(-n2c(SCC(=O)N3c4ccccc4CC3C)nnc2-c2ccco2)c1 (stereo unspecified)	-1.9%	-0.2%	-1.1	38	i	56	22%	20%	i	0.7	-6%	12%
CC(C(=O)NC1CCCCCC1)N(c1ccccc1)S(C)(=O)=O (stereo unspecified)	-1.7%	-0.1%	0.9	58	i	49	18%	14%	i	0.5	13%	x
CC(=O)c1cccc(NC(=O)COc2ccc(S(=O)(=O)N3CCOCC3)cc2)c1	5.2%	-0.1%	-1.2	57	i	9	2%	-7%	i	0.7	14%	-19%
C/C(=N/O)c1cc(C(C)(C)C)c(O)c(C(C)(C)C)c1	-5.5%	-0.1%	3.1	78	i	16	12%	29%	i	0.5	6%	26%
O=C1CNC(=S)N1Cc1ccccc1Cl	1.1%	-0.1%	-1.1	78	i	23	-7%	14%	i	1.6	-9%	-6%
Cc1cc(=O)[nH]c2ccc(S(=O)(=O)Nc3ccc(O)cc3)cc12	3.0%	-0.1%	-0.6	63	i	16	2%	-4%[20 µM]	i	0.1	-34%	-2%
COc1ccccc1N(CC(=O)NCCSCc1ccccc1Cl)S(C)(=O)=O	-2.8%	-0.1%	-0.4	88	i	50	26%	-7%	i	0.7	-4%	-5%
O=C(c1ccsc1)N1CCCC(Nc2cccc(F)c2)C1 (stereo unspecified)	0.9%	0.3%	-1.3	52	i	63	-2%	25%	i	1.2	11%	-34%
O=C(CCC1CCCC1)NC1CCCCC1	75%	-0.1%	9.0	54	i	1	-15%	-5%	i	0.4	14%	-23%
CCCCCC(=O)Nc1cc(S(=O)(=O)N2CCOCC2)ccc1N1CCCC1	-1.9%	-0.2%	0.4	57	i	59	10%	-9%	i	0.4	-5%	-11%
COc1cc(OC)cc(C(=O)n2cnnc2N)c1	1.1%	0.3%	0.6	79	i	48	8%	-5%	i	0.7	4%	-6%
Cc1ccc(Cn2ccc(NC(=O)c3cc(-c4ccc(F)cc4)on3)n2)cc1	8.7%	0.2%	0.0	75	i	23	-23%	-36%	i	0.6	-16%	-37%
CCN(CC(=O)NCc1ccc(Cl)cc1)C(=O)c1cc2ccccc2o1	2.2%	0.3%	0.0	37	i	26	9%	-10%	i	0.8	8%	-14%

Source: PubChem (several laboratories)
